MC4R antag cAMP: MC4R antagonists of cAMP signaling, primary screen, cell-based, TR-FRET, antagonist arm of biased-ligand search; Melanocortin receptor 4 (Homo sapiens), P32245; MC4R-expressing cells, MTII-stimulated cAMP, LANCE TR-FRET; inhibition, % at 6.5 µM; hit rate 0.48% among 360,000;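 active means inhibition above its plate's cutoff, the mean of tested wells on that plate plus 3 SD, cut at about 29% in these data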;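 further: 0% = Melanotan II alone and 100% = Melanotan II plus saturating MCL0020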
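System: U2OS cells stably expressing human melanocortin 4 receptor (MC4R). Reagent: Melanotan II challenge after compound preincubation. Doses: 6.5 µM. Times: 30-min compound, 1-h challenge, 1-h detection, room temperature. Measured by: TR-FRET with Eu-cAMP and labeled anti-cAMP, 671 nm. Replicates: singlicate.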
TLR9-MyD88 block: inhibitors of TLR9-MyD88 association in cells, primary screen, cell-based, CHO, BLA complementation, fluorescence; Toll-like receptor 9 (Homo sapiens) + Myeloid differentiation primary response protein …; CCF4 FRET ratio; inhibition, % at 4.98 µM; hit rate 0.21% among 340,000;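 active means inhibition above the mean over all tested compounds plus 3 SD, cut at about 21% in these data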;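 further: 0% = DMSO only wells and 100% = clavulanate BLA inhibitor control wells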
Target sequence (Q99836 whole entry, looked up): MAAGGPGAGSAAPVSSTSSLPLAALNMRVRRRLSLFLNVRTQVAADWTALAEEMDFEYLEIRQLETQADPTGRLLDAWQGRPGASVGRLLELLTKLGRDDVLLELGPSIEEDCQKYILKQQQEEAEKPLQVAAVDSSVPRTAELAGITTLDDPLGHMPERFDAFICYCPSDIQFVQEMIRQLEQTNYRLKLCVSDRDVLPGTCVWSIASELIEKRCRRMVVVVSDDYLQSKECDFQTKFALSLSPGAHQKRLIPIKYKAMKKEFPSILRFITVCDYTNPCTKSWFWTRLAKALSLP
Target sequence (Q9NR96 whole entry, looked up): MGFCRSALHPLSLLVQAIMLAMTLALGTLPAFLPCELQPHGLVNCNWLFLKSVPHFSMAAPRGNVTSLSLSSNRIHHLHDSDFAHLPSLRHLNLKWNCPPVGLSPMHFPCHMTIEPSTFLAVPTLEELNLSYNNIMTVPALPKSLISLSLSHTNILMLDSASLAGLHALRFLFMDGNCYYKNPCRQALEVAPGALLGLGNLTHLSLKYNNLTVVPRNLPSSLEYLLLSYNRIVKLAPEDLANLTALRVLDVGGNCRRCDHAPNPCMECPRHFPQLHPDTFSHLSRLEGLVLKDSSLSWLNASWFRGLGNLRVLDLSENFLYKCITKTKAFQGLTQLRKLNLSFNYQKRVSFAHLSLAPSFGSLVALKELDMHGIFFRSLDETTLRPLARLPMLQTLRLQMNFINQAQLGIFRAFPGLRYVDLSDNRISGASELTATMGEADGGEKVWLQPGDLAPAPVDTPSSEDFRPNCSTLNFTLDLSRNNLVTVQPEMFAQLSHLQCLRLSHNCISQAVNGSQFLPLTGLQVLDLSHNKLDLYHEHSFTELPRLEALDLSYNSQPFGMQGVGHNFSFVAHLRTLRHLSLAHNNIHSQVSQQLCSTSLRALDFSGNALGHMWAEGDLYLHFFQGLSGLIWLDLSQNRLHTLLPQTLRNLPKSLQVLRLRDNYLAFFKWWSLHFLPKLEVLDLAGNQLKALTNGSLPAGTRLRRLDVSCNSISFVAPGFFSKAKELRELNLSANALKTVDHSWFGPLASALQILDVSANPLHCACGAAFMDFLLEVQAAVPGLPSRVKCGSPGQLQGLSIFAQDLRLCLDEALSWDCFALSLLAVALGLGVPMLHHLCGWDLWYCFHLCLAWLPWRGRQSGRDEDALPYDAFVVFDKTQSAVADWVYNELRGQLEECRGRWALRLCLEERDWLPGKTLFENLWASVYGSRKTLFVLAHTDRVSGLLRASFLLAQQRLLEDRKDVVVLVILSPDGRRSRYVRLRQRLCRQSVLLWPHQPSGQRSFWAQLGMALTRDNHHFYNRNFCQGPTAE
COUP-TFII inh: NR2F2 transcriptional activity inhibitors, primary screen, cell-based, luciferase reporter, HEK293T, luminescence; COUP transcription factor 2 (Homo sapiens), P24468; HEK293T NGFI-A luciferase reporter; inhibition, % at 8.6 µM; hit rate 0.7% among 370,000; AID 686940, 2013;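 active means inhibition above a per-plate cutoff, mean inhibition of test wells between control levels plus 3 SD, cut at about 38% in these data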;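 further: cells cotransfected with COUP-TFII expression vector driving the NGFI-A reporter; 0% = median of COUP-TF2 test wells and 100% = reporter-only cells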
SRC1 inh: SRC1 coactivator transcriptional activity inhibitors, primary screen, cell-based, luminescence; HEK293 GAL4-SRC1 luciferase reporter; inhibition, % at 3.6 µM; hit rate 0.12% among 360,000; AID 588354, 2011;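 active means inhibition above the campaign mean plus 3 SD, with each screening campaign given its own cutoff, cut at about 60% in these data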;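 further: 0% = DMSO treated cells and 100% = gossypol at 36 µM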
NOD2-RIPK2 inh: NOD2-RIPK2 binding disruptors in cells, primary screen, fluorescence, CHO cells, BLA complementation | inhibition, % at 4.98 µM | hit rate 0.38% among 360,000 | AID 624267, 2012 | CCF4 ratio; in the data active means inhibition above about 21%;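 further: 0% = vehicle only and 100% = reference blocker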
MC4R ag barr: MC4R agonists recruiting beta-arrestin, primary screen, cell-based, luminescence, agonist arm of biased-ligand search; Melanocortin receptor 4 (Homo sapiens), P32245; hit rate 0.98% among 360,000; activation, % at 8.9 µM; U2OS MC4R beta-arrestin complementation; percent of melanotan II response, DMSO zero;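 active means activation above a per-plate cutoff, the mean activation of sample wells on that plate plus 3 SD, cut at about 8% in these data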
SRC2 inh: inhibition of GAL4-SRC2 driven luciferase reporter, primary screen, SRC2 inhibitor project, cell-based, luminescence. Nuclear receptor coactivator 2 (Homo sapiens), Q15596. HEK293 GAL4-SRC2 luciferase reporter. inhibition, % at 9 µM. hit rate 0.17% among 370,000. AID 651957, 2012;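 active means inhibition above the mean inhibition of all tested compounds plus 3 SD, set per campaign, cut at about 52% in these data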;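 further: 0% = DMSO treated cells and 100% = cells given Gossypol at 36 µM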
ABHD5-PLIN5 inh: ABHD5-PLIN5 interaction inhibitors, primary screen, cell lysate, split luciferase complementation, luminescence | Split G. princeps luciferase complementation, 4 h | inhibition, % at 4 µM | hit rate 0.78% among 360,000;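 active means inhibition above the mean inhibition across every tested compound plus 3 SD, cut at about 22% in these data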;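 further: 0% = DMSO only wells and the 100% control is not disclosed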
NCOA3 inh: SRC3 coactivator transcriptional activity inhibitors, primary screen, cell-based, luminescence; hit rate 0.17% among 360,000; inhibition, % at 3.6 µM; HEK293 GAL4-SRC3 luciferase reporter; AID 588352, 2011;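 active means inhibition above a per-campaign cutoff, the mean of all compounds plus 3 SD, cut at about 60% in these data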;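 further: 0% = DMSO-treated cells and 100% = gossypol-treated cells at 36 µM; higher means less SRC3-driven luciferase light from the GAL4 reporter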
LRH-1 inv ag: LRH-1 (NR5A2) inverse agonists, primary screen, cell-based, luminescence, HEK293T, StAR-luciferase reporter | AID 602396, 2012 | LRH-1 transfected, 24 h | inhibition, % at 3.6 µM | Nuclear receptor subfamily 5 group A member 2 (Homo sapiens), O00482 | hit rate 0.13% among 360,000;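 active means inhibition above the mean inhibition of all tested compounds plus 3 SD, cut at about 73% in these data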;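 further: 0% = DMSO wells and 100% = reporter-only cells lacking LRH-1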
EBV LMP1 NFkB: EBV LMP1-driven NF-kappaB luciferase reporter inhibitors, primary screen, cell-based, luminescence, single point; LMP1-induced NF-kappaB luciferase reporter cells; inhibition, % at 12.5 µM; hit rate 0.69% among 350,000; in the data active means inhibition above about 41%;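 further: 0% = neutral control wells and 100% = reference inhibitor control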
Active calls of the source: *; · = no result given. This is a subset (hit frequency here may not be typical).

SMILES	MC4R antag cAMP	TLR9-MyD88 block	COUP-TFII inh	SRC1 inh	NOD2-RIPK2 inh	MC4R ag barr	SRC2 inh	ABHD5-PLIN5 inh	NCOA3 inh	LRH-1 inv ag	EBV LMP1 NFkB
Cc1nn(C)c(=O)n1-c1ccc(Oc2ccccc2)cc1	2	-1	2	-21	-4	-1.4	-6	0	4	-10	-8
Cc1ccc(OCC(=O)Nc2cccc3nsnc23)c(C)c1	5	9	-1	-18	0	-0.6	-14	-10	-1	4	-7
Cc1nc(C)c(-c2csc(N)n2)s1	-2	-2	-7	-24	5	2.0	-30	-12	0	-4	4
NC1=NC(=O)C(Cc2cccc(Cl)c2Cl)S1 (stereo not given)	-13	11	-2	13	-11	2.6	17	20	14	0	-4
O=C1NC2(CCCCC2)C(=O)N1Cc1ccc([N+](=O)[O-])cc1	11	1	1	11	-9	-0.1	-42	-6	4	24	3
CCOc1ccc(C(=O)Nc2ccc(N3CCN(C(C)=O)CC3)cc2)cc1[N+](=O)[O-]	7	-7	-4	-9	-14	-1.7	1	-2	8	10	5
COC(=O)[C@@H]1C[C@@]2(Br)c3ccccc3N(S(=O)(=O)c3ccccc3)[C@H]2N1C(=O)OC	7	-5	6	-2	-10	-0.7	8	0	-9	13	-8
CCCC(=O)NCCc1ccc(S(N)(=O)=O)cc1	0	-2	-14	8	-5	-1.4	-2	8	10	-20	-3
O=C(Nc1ccc(Br)cc1)C1CCCN(S(=O)(=O)c2cccnc2)C1 (stereo not given)	-2	0	19	11	0	-3.4	-20	0	-3	-3	3
CCOC(=O)[C@H]1[C@H]2COc3ccc(Cl)cc3[C@@H]2N2C(=O)c3ccc(Cl)cc3NC(=O)[C@@]12C	-2	-6	-14	-3	-2	-1.6	-18	2	1	4	3
CS(=O)(=O)Nc1ccc(C2=NN(C(=O)c3ccco3)C(c3ccccc3)C2)cc1 (stereo not given)	13	-7	-4	-21	-12	-0.9	-23	-2	-5	-1	9
Cc1ccc(N(CC(=O)NCc2ccccc2)C(=O)CCC(=O)Nc2nccs2)cc1	-1	-4	14	-18	-2	-1.1	9	4	27	25	-6
NS(=O)(=O)c1ccc(CNC(=O)NC2(c3ccccc3)CC2)cc1	3	4	7	-7	-6	-1.0	3	9	-32	-24	-8
CCOC(=O)c1c(NC(=O)CSc2nnnn2-c2ccccc2)sc2c1CCC(C)C2 (stereo not given)	-2	-8	-5	1	-7	1.3	10	0	8	-6	8
CCOC(=O)CCn1c(CC(=O)OCC)nc2ccccc21	12	6	-14	-9	-6	-1.8	6	3	-12	12	-13
Cc1cccc(NC(=O)c2cnn3ccccc23)c1C	0	-4	-10	10	5	-0.1	-13	-4	25	-52	-4
O=C(CCNS(=O)(=O)c1ccc(OC(F)(F)F)cc1)N1CCCC1	10	3	9	-13	4	-3.6	16	-5	10	-9	-6
CCCCNC(=O)C1CC(=O)N(C2CCCC2)C1 (stereo not given)	3	17	9	-12	2	-1.1	-11	6	16	8	1
CC(C)[C@@H]1COC(c2cccc(C3=N[C@H](C(C)C)CO3)n2)=N1	4	-6	8	-11	1	-1.2	-27	-1	0	-7	4
C=CCNC(=O)c1c(Br)cnn1-c1ccc(C)cc1	8	·	-24	-67	-6	-0.9	-83	0	-72	-101	-24

12 of the compounds above, with values under each structure.
Values in the order – MC4R antag cAMP, TLR9-MyD88 block, COUP-TFII inh, SRC1 inh, NOD2-RIPK2 inh, MC4R ag barr, SRC2 inh, ABHD5-PLIN5 inh, NCOA3 inh, LRH-1 inv ag, EBV LMP1 NFkB
- O=C(Nc1ccc(Br)cc1)C1CCCN(S(=O)(=O)c2cccnc2)C1 (stereo not given)
→ -2, 0, 19, 11, 0, -3.4, -20, 0, -3, -3, 3
- CCOC(=O)[C@H]1[C@H]2COc3ccc(Cl)cc3[C@@H]2N2C(=O)c3ccc(Cl)cc3NC(=O)[C@@]12C
→ -2, -6, -14, -3, -2, -1.6, -18, 2, 1, 4, 3
- CS(=O)(=O)Nc1ccc(C2=NN(C(=O)c3ccco3)C(c3ccccc3)C2)cc1 (stereo not given)
→ 13, -7, -4, -21, -12, -0.9, -23, -2, -5, -1, 9
- Cc1ccc(N(CC(=O)NCc2ccccc2)C(=O)CCC(=O)Nc2nccs2)cc1
→ -1, -4, 14, -18, -2, -1.1, 9, 4, 27, 25, -6
- NS(=O)(=O)c1ccc(CNC(=O)NC2(c3ccccc3)CC2)cc1
→ 3, 4, 7, -7, -6, -1.0, 3, 9, -32, -24, -8
- CCOC(=O)c1c(NC(=O)CSc2nnnn2-c2ccccc2)sc2c1CCC(C)C2 (stereo not given)
→ -2, -8, -5, 1, -7, 1.3, 10, 0, 8, -6, 8
- CCOC(=O)CCn1c(CC(=O)OCC)nc2ccccc21
→ 12, 6, -14, -9, -6, -1.8, 6, 3, -12, 12, -13
- Cc1cccc(NC(=O)c2cnn3ccccc23)c1C
→ 0, -4, -10, 10, 5, -0.1, -13, -4, 25, -52, -4
- O=C(CCNS(=O)(=O)c1ccc(OC(F)(F)F)cc1)N1CCCC1
→ 10, 3, 9, -13, 4, -3.6, 16, -5, 10, -9, -6
- CCCCNC(=O)C1CC(=O)N(C2CCCC2)C1 (stereo not given)
→ 3, 17, 9, -12, 2, -1.1, -11, 6, 16, 8, 1
- CC(C)[C@@H]1COC(c2cccc(C3=N[C@H](C(C)C)CO3)n2)=N1
→ 4, -6, 8, -11, 1, -1.2, -27, -1, 0, -7, 4
- C=CCNC(=O)c1c(Br)cnn1-c1ccc(C)cc1
→ 8, ·, -24, -67, -6, -0.9, -83, 0, -72, -101, -24

Further structures follow.
SMILES	MC4R antag cAMP	TLR9-MyD88 block	COUP-TFII inh	SRC1 inh	NOD2-RIPK2 inh	MC4R ag barr	SRC2 inh	ABHD5-PLIN5 inh	NCOA3 inh	LRH-1 inv ag	EBV LMP1 NFkB
CCOC(=O)[C@]12CCC=C1N(Cc1ccc3c(c1)OCO3)C(=O)[C@H](CC(=O)NCC13CC4CC(CC(C4)C1)C3)C2	·	·	4	·	-12	·	-25	-4	·	-11	·
O=C(CSc1nc(-c2ccccc2)c(-c2ccccc2)[nH]1)NCC1CCCO1 (stereo not given)	3	0	14	13	-12	-1.1	2	1	6	5	0
CNC(=O)NCC12CC3CC(CC(C3)C1)C2	9	-2	1	-7	-16	4.6	6	0	1	-6	0
CC1CC(C)CN(S(=O)(=O)c2cccc3nonc23)C1 (stereo not given)	-5	-6	-9	-23	-17	-0.1	9	-3	6	11	0
COc1ccccc1/C=C/C=N/n1c(-c2ccc(C)cc2)n[nH]c1=S	5	0	1	-1	8	1.0	9	-5	3	-13	2
Cc1ccc(CSc2nnc(-c3cccc4ccccc34)o2)cc1	4	-1	-2	1	-3	-2.1	11	7	2	-7	-2
CCOc1ccccc1NC(=O)COC(=O)C1COc2ccccc2O1 (stereo not given)	5	0	-2	10	8	-0.6	2	-1	-17	14	-3
Clc1cccc(N2CCN(c3ncnc4nc[nH]c34)CC2)c1	26	0	5	4	-1	1.1	-2	-4	-13	-14	-6
COc1ccc2occ(NC(C)=O)c2c1	6	-5	0	24	0	0.9	29	-3	31	23	16
Nc1c(C(=O)Nc2ccc3c(c2)OCCO3)nnn1Cc1ccc(F)cc1	-6	-3	-20	-78	-8	-2.8	-20	4	-47	-140	-56
COc1ccc(CCN(C)C2CCCN(S(=O)(=O)C(C)C)C2)cc1OC (stereo not given)	9	-17	-4	-19	7	-2.2	-31	-2	0	10	8
O=C(O)c1ccccc1S(=O)CCO (stereo not given)	4	-5	2	-15	1	1.4	2	1	-10	-12	-11
CCCCC1Cc2[nH][nH]c(=O)c2C(c2ccc(Cl)cc2)O1 (stereo not given)	·	·	2	·	10	·	5	28*	·	-12	·
CC(=O)Nc1ccc(S(=O)(=O)N2CCSC2)cc1	18	0	-25	12	-9	0.0	27	-1	15	8	7
O=C(O)CCc1ccc(S(=O)(=O)N2CCOCC2)cc1	7	-11	10	-2	-5	0.2	10	-2	-9	-5	-4
O=C(NC1CCCCCC1)c1ccc(CS(=O)Cc2cccc(Cl)c2)o1 (stereo not given)	3	-7	0	-27	-10	-1.5	-6	1	20	7	-1
CCCN(CC(=O)Nc1ccccc1C)C(=O)C1CC(=O)N(c2cccc(C)c2C)C1 (stereo not given)	5	3	-23	-5	-6	-4.5	-11	-3	10	-14	8
CC(C)c1cc2cc3ccc(=O)oc3cc2o1	4	-11	-57	-50	-1	0.3	-64	6	-34	20	-15
COc1ccc(OC)c(/C=C2\Oc3cc(OCC(=O)N4CCC(C(=O)O)CC4)ccc3C2=O)c1	1	9	14	3	17	-0.2	4	7	14	39	0
COc1ccc(/C=C/C(=O)OCC(=O)NC2CCCCCCC2)cc1	10	-21	12	-7	-6	-1.6	-17	7	3	-11	-5
COc1ccc(/C=C2\CC/C(=C\c3ccc(OC)c(OC)c3)C2=O)cc1OC	12	-4	51*	45	-4	1.2	65*	31*	51	7	3
O=C(N[C@@H]1c2ccccc2CC[C@@H]1OCc1ccccc1)c1ccc(-c2ccccc2)cc1	13	-4	-8	-48	9	-1.4	-15	-3	-7	1	-5
COc1ccc(-n2c(SCC(=O)NC3CC3)nc3ccccc3c2=O)cc1OC	7	-5	-11	-1	2	-0.5	-14	-4	-1	-3	-4
O=C(C1=C[C@H](C2CC2)C[C@H](OCc2ccc(CO)cc2)O1)N1CCN(Cc2ccc3c(c2)OCO3)CC1	1	-10	12	14	7	-0.7	-23	-7	-14	16	1
